ATXN2 expr inh: inhibitors of ATXN2 expression | HEK-293 ATXN2-luciferase reporter, luminescence, 24 h | Potency, µM (highest dose often 57 µM), for inactives: top-dose activity change, negative = inhibition, hits mostly inhibitors | 0.72% of 360,000 active; note: % is set by controls: 0 for no effect and ±100 for the full control effect; nearly all actives have a fitted effect of over 55% in size
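qHTS (up to 57 uM final) was run with 24 h compound exposure of reporter cells at 37 °C. Each well was multiplexed: SteadyGlo luminescence measured ATXN2-luciferase expression after a fluorogenic Gly-Phe-AFC viability readout (25 uM final).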
Nrf2 activator: activates Nrf2 signaling. AREc32 ARE-luciferase reporter (MCF7-derived line), luminescence, 24 h. Potency, µM (doses to about 46.1 µM), for inactives: at the top dose activation, usual class: activators. 0.31% of 410,000 active; note: % of control where 0% means no effect; nearly all actives have a fitted effect of over 65% in size
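AREc32_Fluc, 1000 cells/well, OPTI-MEM + 5% FBS, o/n 37 deg C 5% CO2; 23 nL cpd by pin tool, 24 hr; Steady-Glo 30 min RT, luminescence.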
HepG2 tox: kills HepG2 cells in TGF-b inhibitor counter-screen; HepG2 CAGA-GFP viability, ATP luminescence, 18 h; 0.76% of 410,000 active; Potency, µM (top dose mostly 46.1 µM), for inactives: top-dose activity change, negative = cytotoxicity, most hits filed as cytotoxic; note: some results filed as inactive show a strong effect at the top dose
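CellTiter-Glo luminescence gave cytotoxicity after 18 hours at 37 degrees C. The cells were HepG2 CAGA-GFP in 1% FBS DMEM, stimulated with 500 pg/mL TGF-beta after compound addition. %Activity was normalised to no-cell wells (complete cell-killing) and DMSO (no toxicity), and curves were fitted and classified.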
TGFb SMAD3 inh: TGF-b pathway inhibition. AID 588855. 1.2% of 410,000 active. HepG2 CAGA-GFP TGF-b/SMAD3 reporter, GFP fluorescence, 18 h; TGF-beta stimulated, 500 pg/mL final. Potency, µM (doses to about 46.1 µM), for inactives: top-dose activity, negative = inhibition, actives largely listed as inhibitors; note: % is set by controls: 0 for no effect and ±100 for the full control effect; nearly all actives have a fitted effect of over 65% in size
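Using HEPG2 CAGA-GFP reporter cells at 1000 cells/well, we pinned test compounds, stimulated with recombinant TGF-beta (500 pg/mL final) and measured total well GFP after 18 h.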
MCF10A rerep: induces DNA re-replication in MCF 10a normal breast cells | Potency, µM (titrated, usually from 46.1 µM), for the others: at the highest dose activity, positive = re-replication, hits mostly activators | MCF 10A DNA re-replication, Hoechst nuclear intensity, 48 h | AID 624296 | 2.9% of 350,000 active; note: % of control where 0% means no effect; nearly all actives have a fitted effect of over 50% in size
EPAC2 antag: blocks human EPAC2 exchange factor; Q8WZA2; EPAC2 GEF exchange of Rap1B-BODIPY-GDP, fluorescence; Potency, µM (top dose mostly 114 µM), for the others: at the top dose activity, negative = inhibition, usual class: inhibitors; 0.18% of 360,000 active; note: % is set by controls: 0 for no effect and ±100 for the full control effect; nearly all actives have a fitted effect of over 45% in size; many of its hits are not listed in these tables
Target sequence (Q8WZA2 whole entry, looked up): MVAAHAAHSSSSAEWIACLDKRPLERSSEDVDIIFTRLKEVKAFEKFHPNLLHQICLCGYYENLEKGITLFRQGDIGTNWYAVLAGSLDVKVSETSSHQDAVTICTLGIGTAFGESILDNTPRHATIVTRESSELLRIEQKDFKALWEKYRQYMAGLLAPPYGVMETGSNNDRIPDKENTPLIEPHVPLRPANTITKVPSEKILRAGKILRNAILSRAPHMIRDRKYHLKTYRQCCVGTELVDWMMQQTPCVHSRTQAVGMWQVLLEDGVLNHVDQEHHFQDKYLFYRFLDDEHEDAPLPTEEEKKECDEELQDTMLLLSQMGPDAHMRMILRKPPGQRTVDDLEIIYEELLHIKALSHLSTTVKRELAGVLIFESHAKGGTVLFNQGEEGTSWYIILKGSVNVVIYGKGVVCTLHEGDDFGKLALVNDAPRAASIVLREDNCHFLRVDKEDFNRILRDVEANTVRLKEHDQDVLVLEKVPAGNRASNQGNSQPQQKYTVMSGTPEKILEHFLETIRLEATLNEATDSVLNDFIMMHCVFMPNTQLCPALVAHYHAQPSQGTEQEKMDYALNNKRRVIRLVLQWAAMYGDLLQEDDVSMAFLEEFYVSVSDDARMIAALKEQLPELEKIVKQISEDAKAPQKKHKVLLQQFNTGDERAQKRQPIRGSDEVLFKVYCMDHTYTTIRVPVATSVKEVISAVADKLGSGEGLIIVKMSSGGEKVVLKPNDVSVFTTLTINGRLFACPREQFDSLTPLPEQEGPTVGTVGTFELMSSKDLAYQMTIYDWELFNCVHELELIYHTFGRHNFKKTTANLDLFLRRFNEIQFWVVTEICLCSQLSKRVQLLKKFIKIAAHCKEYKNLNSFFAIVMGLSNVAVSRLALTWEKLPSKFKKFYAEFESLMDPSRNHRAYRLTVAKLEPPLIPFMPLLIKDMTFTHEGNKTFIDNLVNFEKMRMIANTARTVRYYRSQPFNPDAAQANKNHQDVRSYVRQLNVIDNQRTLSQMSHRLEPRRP
ATXN viability: reduces viability in counter-screen for ATXN expression inhibitors; S2 cells (HEK-293 line with an ATXN2-luciferase reporter) viability, CellTiter-Fluor protease fluorescence, 24 h; Potency, µM (titrated, usually from 56.7 µM), actives largely listed as cytotoxic; 0.49% of 400,000 active; AID 651635; note: nearly all actives have a fitted effect of over 40% in size
A549 tox: kills or reduces viability of A549 cells in Nrf2 counter-screen. Potency, µM (series often up to 46 µM), without a hit: at the highest dose activity change, negative = cytotoxicity, most hits filed as inhibitors. A549 ARE-Fluc cells, CellTiter-Fluor viability, 18-24 h. 0.16% of 390,000 active. AID 504648; note: % is set by controls: 0 for no effect and ±100 for the full control effect
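Cytotoxicity counterscreen: CellTiter-Fluor fluorescence was measured in A549 ARE_Fluc cells after 18-24 h of compound exposure in a concentration series. The subsequent BugLite luminescent read reports ARE-luciferase activity.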
Nrf2 block: inhibitors of Nrf2 signaling | Potency, µM (highest dose often 46 µM), for the others: at the top dose activity change, negative = inhibition, hits mostly inhibitors | A549 ARE-Fluc reporter, luciferase luminescence, 18-24 h | 2.1% of 360,000 active | AID 504444; note: % is set by controls: 0 for no effect and ±100 for the full control effect; nearly all actives have a fitted effect of over 60% in size
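Concentration-response testing used A549 ARE_Fluc cells at 5000 cells/well. Following an 18-24 h compound incubation, viability was read by fluorescence (Ex 405/Em 525) and luciferase output by luminescence.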
* marks the source's active call; other numbers are inactive results; i = inactive; ? = inconclusive; . = not tested or not shown; [ ] = remark or other dose. Calls come from the whole dose curve; as a rule, active = well fitted curve in the direction sought with a large enough effect; inconclusive = small, poorly fitted or top-dose-only effect, or another doubt; inactive = no such curve, though single readings can be large; an effect the other way counts as inactive or inconclusive. Potency is the fitted concentration of half-maximal effect.

SMILES | ATXN2 expr inh | Nrf2 activator | HepG2 tox | TGFb SMAD3 inh | MCF10A rerep | EPAC2 antag | ATXN viability | A549 tox | Nrf2 block
Cc1c(O)c(CN2CCCCC2)cc2c3c(c(=O)oc12)CCC3 | 8% | 0.2% | -1% | ? | ? | 4% | . | ? | 15%
CCOC(=O)C1=C(C)N=C2SCCC(=O)N2C1c1ccc(OCc2ccccc2)cc1 (stereo not drawn) | -9% | 3.6% | -6% | ? | . | . | i | -5% | -18%
Fc1cccc(Cc2c(-c3ccc(Cl)cc3)nc3c(Cl)cc(C(F)(F)F)cn23)c1 | 7% | 1.7% | -6% | 2% | . | 12% | i | . | .
COc1ccc(C2NC(C(=O)O)Cc3c2[nH]c2ccccc32)cc1CN1CCN(c2ccc(F)cc2)CC1 (stereo not drawn) | -24% | 0.2% | -5% | -14% | 11% | 0% | i | 6% | 10%
N/C(=N\N=C/c1ccc(F)cc1)N/N=C\c1ccc(F)cc1 | . | 0.3% | -131% | ? | ? | 7% | ? | 9% | 4%
COc1cc(NC(=O)COCc2cc(-c3ccc4c(c3)OCO4)on2)c(OC)cc1Cl | . | 7.5% | 3% | 23% | . | . | . | -4% | ?
O=C(NC(Cc1nn[nH]n1)C(=O)OCc1ccccc1)OCc1ccccc1 (stereo not drawn) | . | -0.3% | -50% | -26% | . | 17% | i | . | .
CCN(CC(=O)Nc1ccc2c(c1)OCCO2)C(=O)c1ccc(C)c(S(=O)(=O)N2CCOCC2)c1 | 2% | -0.3% | 0% | 9% | 5% | -4% | ? | -16% | 7%
COCC(C)NC(=O)c1ccc2c(c1)S(=O)(=O)c1ccccc1C2=O (stereo not drawn) | -1% | 3.7% | 0% | 0% | 9% | 6% | i | 5% | -1%
C#CCOc1ccccc1CNc1ccccc1 | . | 0.4% | -5% | -2% | 17% | -19%[57.1 µM] | i | 27% | 4%
CCN1CCN(C(=O)c2cnn(-c3cccc(Cl)c3)c2C2CCN(C(=O)OC(C)(C)C)CC2)CC1 | . | 0.3% | -26% | -16% | . | . | . | 15% | ?
Cc1ccc(S(=O)(=O)n2nc(C)cc2N)cc1 | -31% | 0.1% | -1% | -35% | 1% | 1% | i | 0% | -22%
CCNC(=O)C1(C)CCN(C(=O)c2cccc3ccccc23)C1 (stereo not drawn) | 8% | 1.6%[9.22 µM] | -15% | 0% | . | 2% | i | . | .
O=S(=O)(Cc1ccccc1)Nc1ccccc1 | -11% | 0.1% | -23% | -17% | -3% | -6% | i | -2% | -6%
O=C(O)COc1ccccc1/C=N/NC(=O)c1cccc(S(=O)(=O)N2CCOCC2)c1 | -24% | -0.5% | -3% | 16% | -2% | -3% | i | 0% | 1%
Cc1cc([N+](=O)[O-])nn1CCCC(=O)Nc1cccc(Cl)c1Cl | 21% | -0.8% | 10% | -30% | 2% | 2% | i | -17% | -8%
O=C(Cc1cccs1)N(Cc1ccco1)C1(C(=O)NC2CCCCC2)CCCCC1 | -6% | -0.7% | 1% | 0% | 15% | -4% | i | -15% | -3%
Cc1ccc(C(=O)N/C(=C\c2cccc([N+](=O)[O-])c2)C(=O)NCc2ccncc2)cc1 | 8% | 0.2% | 1% | 25% | -9% | -1% | i | 2% | 2%
CC(=O)Nc1ccc(C(=O)NNC(=O)Cc2ccccc2)cc1 | 2% | 0.2% | 15% | 7% | -19% | 3% | i | 6% | 3%
CN1CCC(N2CCN(C3CN(Cc4ccc(F)cc4)S(=O)(=O)C3)CC2)CC1 (stereo not drawn) | 7% | -0.1% | 7% | 20% | . | -29% | i | . | .
COc1cccc(/C=C(\C#N)c2nc3ccccc3[nH]2)c1OCC(=O)O | 7% | 1.7% | -22% | 2% | 11% | -1% | i | 23% | -10%
Cn1nc(C(C)(C)C)cc1C(=O)N1CCCC(c2cc(C(=O)NCc3ccccc3)no2)C1 (stereo not drawn) | -13% | 1.1% | -8% | 7% | . | -9% | i | . | .
CN=C1S/C(=C\c2ccc(O)c(Br)c2)C(=O)N1C | -7% | 4.8% | -21% | 1% | ? | -11% | i | 1% | 13%
COc1ccc(OCCC(=O)Nc2ccc(S(N)(=O)=O)cc2)cc1 | 5% | -0.8% | -5% | -7% | 1% | -11% | i | 1% | -13%
CN(C(=O)COC(=O)C1CCN(S(=O)(=O)c2ccc3c(c2)OCCO3)CC1)C1CCS(=O)(=O)C1 (stereo not drawn) | 3% | -0.6% | 4% | -30% | 3% | 15% | i | -3% | 1%
CCOC(=O)c1c(C)[nH]c(CCC(=O)NCc2ccccc2Cl)c1C | . | 4.7% | -37% | 0% | . | . | . | 13% | .
O=C(CCC1CCCCC1)NCCS(=O)(=O)N1CCN(c2ccccc2)CC1 | -9% | -0.1% | -25% | -4% | 2% | -1% | i | -2% | -5%
O=C(CN1CCCN(Cc2ccc(F)cc2)S1(=O)=O)NCc1ccccc1Cl | . | 1.0% | -2% | ? | . | . | . | 6% | -4%
Cc1ccc(NC(=O)c2cc(=O)[nH]c3ccc(S(=O)(=O)N4CCOCC4)cc23)nc1 | -2% | -0.8% | 5% | 0% | ? | 0% | i | -2% | 0%
CCc1cc2c3c(c1)C1(C(=O)N3C(C)(C)C=C2C)C(C#N)=C(N)Oc2[nH]c(=O)[nH]c(=O)c21 (stereo not drawn) | -33% | 0.1% | -7% | ? | ? | 3% | ? | -3% | 4%

Grouped by structure: the compounds so far with a tert-butyl group (two)
SMILES | ATXN2 expr inh | Nrf2 activator | HepG2 tox | TGFb SMAD3 inh | MCF10A rerep | EPAC2 antag | ATXN viability | A549 tox | Nrf2 block
CCN1CCN(C(=O)c2cnn(-c3cccc(Cl)c3)c2C2CCN(C(=O)OC(C)(C)C)CC2)CC1 | . | 0.3% | -26% | -16% | . | . | . | 15% | ?
Cn1nc(C(C)(C)C)cc1C(=O)N1CCCC(c2cc(C(=O)NCc3ccccc3)no2)C1 (stereo not drawn) | -13% | 1.1% | -8% | 7% | . | -9% | i | . | .

(next part)
SMILES | ATXN2 expr inh | Nrf2 activator | HepG2 tox | TGFb SMAD3 inh | MCF10A rerep | EPAC2 antag | ATXN viability | A549 tox | Nrf2 block
O=C(c1ccccc1Cl)n1nc(-c2ccco2)nc1NCc1cccs1 | 14% | 2.9% | -2% | -24% | . | . | i | -8% | ?
CC1(C(=O)NCc2ccc(C(F)(F)F)cc2)CCN1Cc1cc2ccccc2o1 (stereo not drawn) | -23% | 0.8% | -50% | ? | . | ? | ? | . | .
O=C(/C=C/c1ccc(Cl)cc1Cl)c1cccnc1 | -18% | 15% | -63% | ? | ? | 0% | i | 1% | .
Cc1cnc(NC(=O)c2ccccn2)s1 | ? | -0.5% | 5µM* | ? | ? | -1% | i | -2% | ?
N[C@@H](Cc1ccccc1)c1nnc(SCc2ccccc2Cl)o1 | 15% | -0.5% | 5% | 28% | 0% | -2% | i | -4% | 10%
O=C(OCc1nc2ccccc2c(=O)[nH]1)c1cccs1 | 14% | 4.1% | -9% | -4% | 2% | 1% | i | 2% | 4%
O=C(NNC(=O)c1cccs1)c1ccc(S(=O)(=O)N2CCCCC2)cc1 | 2% | -0.7% | 7% | -13% | -5% | 7% | i | -3% | -1%
O=C1NC(c2cccc3ccccc23)Nc2ccccc21 (stereo not drawn) | 14% | 4.3% | -29% | 3.5µM* | 0.92µM* | -4% | ? | ? | ?
CC(=NCCCn1ccnc1)c1c(C)[nH]n(-c2ccc([N+](=O)[O-])cc2)c1=O | 8% | 1.3% | -24% | ? | ? | -7% | i | 1% | -30%
CC1(C)CC(=O)C(C=NCCN2CCN(C(=S)Nc3cccc(Cl)c3)CC2)=C(O)C1 | -14% | 0.0% | -2% | -10% | -19% | 4% | i | -3% | .
CCCC(=O)NC(=S)c1c(C)n(C)n(-c2ccccc2)c1=O | -15% | 0.2% | -11% | -15% | -1% | -7% | i | 6% | 18%
Cc1cccc(C)c1-n1nnnc1C(C1CC1)N1CCN(C/C=C/c2ccccc2)CC1 (stereo not drawn) | ? | 5.8% | -10% | ? | . | 7% | ? | . | .
CCOCC(=O)Nc1nc2c(s1)C(=O)CC(C)(C)C2 | -1% | -1.3% | -19% | 6% | 5% | 2% | i | 4% | -14%
O=C(CNc1ccc2ccccc2c1)N/N=C/c1ccncc1 | -15% | 9.2% | -49% | 7% | ? | 5% | i | 7% | ?
COC(=O)c1cc(OC)c(OC)cc1NC(=O)Nc1ccccc1F | -13% | -0.1% | 28% | 27% | 0% | 1% | i | -1% | 7%
CCOP(=O)(OCC)C(NCc1ccccc1)c1ccc(Br)cc1 (stereo not drawn) | 2% | -0.7% | -18% | -5% | -7% | -7% | i | -10% | -5%
CCCCN1C[C@H](CSC)[C@@H](CC(=O)Nc2ccc(OC)cc2)C1=O | 4% | 0.5% | 3% | 11% | . | 3% | i | . | .

Record cards, as listed above. Values in the order: ATXN2 expr inh, Nrf2 activator, HepG2 tox, TGFb SMAD3 inh, MCF10A rerep, EPAC2 antag, ATXN viability, A549 tox, Nrf2 block
Cc1cnc(NC(=O)c2ccccn2)s1 is listed with ?, -0.5%, 5µM*, ?, ?, -1%, i, -2%, ?
CC1(C(=O)NCc2ccc(C(F)(F)F)cc2)CCN1Cc1cc2ccccc2o1 (stereo not drawn) is listed with -23%, 0.8%, -50%, ?, ., ?, ?, ., .
O=C(OCc1nc2ccccc2c(=O)[nH]1)c1cccs1 is listed with 14%, 4.1%, -9%, -4%, 2%, 1%, i, 2%, 4%

Screening data deposited in PubChem BioAssay by National Center for Advancing Translational Sciences (NCATS).

This is a subset, so the mix of outcomes need not match the whole.
